TAG inh = triacylglycerol accumulation inhibition | H9c2 cells, Nile Red lipid (TAG) fluorescence; cells loaded with 200 µM oleic acid | inhibition, % at 12.5 µM | actives 0.66% (n = 230,000) | AID 651582;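 active = pattern-corrected inhibition of lipid staining of at least 50% with the nuclear-stain viability signal not falling by more than 50%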;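 note: 0% = DMSO wells and 100% = triacsin C control wells; some results filed as inactive read as strong as hits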
TAG inh DAPI viability = recorded beside TAG inh, whose call it bears; DAPI nuclei signal change (viability), lower = more cytotoxic, %;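 whole-well DAPI fluorescence read on a plate reader as a viability signal; minus 50 percent equals half of cells still viable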
Starred values were filed as active, the others as inactive.

Each structure is followed by: TAG inh	TAG inh DAPI viability
O=C(Cc1ccc(Br)c2ccccc12)N/N=C/c1ccccn1
    -13.5	3.6
CCn1c2ccccc2c2cc(/C=C(/C#N)C(N)=S)ccc21
    -3.8	15.3
CC1(C)CN(Cc2cccnc2)C(=O)[C@H]1CC(=O)Nc1ccc(Br)cc1
    -7.4	-0.2
O=C(Nc1ccccn1)c1cc(-c2ccc(Cl)s2)nc2ccccc12
    13.8	19.1
COc1cccc(C2(O)CCN(CC(=O)NCC3CC3)CC2)c1
    7.1	0.9
COCCOc1ccc(C(F)(F)F)cc1N
    -1.1	-6.8
CC(Sc1ncnc2ccccc12)C(=O)Nc1ccc2c(c1)OCCO2 (configuration not stated)
    -15.7	7.7
CCCOc1ccc(Cn2c(=O)oc3ccc(C)cc32)cc1OC
    -3.1	8.8
Cc1ccccc1-n1nnnc1SCc1ncc(-c2ccccc2)o1
    2.7	-14.6
COc1ccc(CCNC(=O)CSCC(=O)Nc2ccccc2)cc1OC
    -0.1	18.7
O=C(Nc1ccccc1)N(CCCN1CCOCC1)Cc1cccs1
    -19.4	4.9
CN(C)c1cccc(CNC(=O)c2ccc3nc([C@@H]4O[C@H](CO)[C@H](O)[C@H](O)[C@H]4O)[nH]c3c2)c1
    -6.8	1.0
Cc1ccccc1-c1nnc(SCC#N)o1
    9.1	-2.8
CC(C)NC(=O)Nc1cccc2c1O[C@H](CN(C)C(=O)Nc1ccc(C(F)(F)F)cc1)[C@@H](C)CN([C@H](C)CO)C2=O
    4.6	-10.1
COc1ccc(Cl)cc1NC(=O)CN(C)CC(=O)NCc1cccs1
    7.9	1.4
Cc1noc(C)c1-c1nc(CSc2ccc(Cl)cc2)no1
    -3.7	-6.1
N#Cc1cnn(-c2ccccc2)c1NC(=O)c1ccccc1F
    0.8	5.0
Cc1ccc(-n2cc(CN(C)Cc3nccn3C)c(-c3cccc(C)c3)n2)cc1
    -9.9	36.2
CCN1CCN(CCNC(=O)c2ccc3c(c2)N(Cc2ccc(F)cc2)C(=O)/C(=C/c2ccccc2)S3)CC1
    33.8	7.5
Cn1c(Cn2c(=O)sc3ccccc32)nnc1SCC(=O)Nc1ccccc1F
    9.8	0.6
Cc1ccccc1NC(=O)COc1ccccc1C
    9.8	-19.4
COc1cc(NC(=O)CN2C(=O)C(=O)N(C3CCCC3)C2=O)cc(OC)c1
    -12.5	-4.1
Fc1ccc2[nH]c3c(N4CCc5ccccc5C4)ncnc3c2c1
    -28.9	-3.4
CC1CC(C)CN(Cc2nc(N)nc(Nc3ccc4ccccc4c3)n2)C1 (configuration not stated)
    38.4	-3.3
COc1ccc(NC(=O)C2CCCN(S(=O)(=O)c3cccnc3)C2)cc1 (configuration not stated)
    -16.1	-2.0
O=C(CSc1cccc[n+]1[O-])Nc1cccc(Oc2ccccc2)c1
    3.1	5.6
CC(NC(=S)NC1CCCCC1)C(c1ccccc1)N1CCOCC1 (configuration not stated)
    -12.9	-5.6
COc1ccc(/C=C/C(=O)N2CCN(C)CC2)cc1OC
    1.6	1.4
CC(=O)Nc1cccc(NC(=O)C(=O)Nc2ccc3c(c2)N(C(=O)C2CC2)CCC3)c1
    12.9	9.5
O=C(CNc1cccc(C(F)(F)F)c1)N/N=C/c1ccccc1C(=O)O
    -1.5	1.6
CCOc1ccc(C2NC(=O)C(C#N)=C(S)N2c2ccc(OC)cc2)cc1OC (configuration not stated)
    1.4	8.3
Cc1cccn2c(=S)[nH]nc12
    -23.3	7.7
O=C1CCCc2c1cc(C(=O)Nc1ccc(Br)cn1)c(=O)n2-c1ccccc1
    18.3	-7.7
COc1ccc(-c2nnc(NC(=O)CS(=O)(=O)c3ccc(F)cc3)o2)cc1
    4.1	-5.2
O=C(CNC1CCCCC1)NN=C(c1ccccc1)c1ccccc1
    3.4	0.8
CCOc1ccc(C2CC(=O)n3nc(C45CC6CC(CC(C6)C4)C5)nc3S2)cc1OC (configuration not stated)
    -9.3	-3.1
C[C@@H]1NS(=O)(=O)c2cc(Cl)ccc2O[C@@H]1c1ccccc1
    2.6	-2.1
O=C(COc1ccccc1)N[C@@H]1c2ccccc2CC[C@H]1OCc1ccccc1
    -22.4	-2.2
COc1ccc2[nH]cc(CCNC(=O)CCC3CCCCC3)c2c1
    -5.4	-2.9
CCCCCCN[C@H]1CCC2C3CC=C4C[C@@H](O)CC[C@]4(C)C3CC[C@@]21C (some centres not stated)
    -4.5	7.8
COC(=O)/C(=C\c1c(OC)cc(OC)cc1OC)C(=O)c1ccc2c(c1)OCO2
    0.8	-9.4
O=C(N/N=C/c1ccc2c(c1)OCO2)c1ccc(NS(=O)(=O)c2cccs2)cc1
    6.4	1.0
O=C(N1CCOCCOc2ccccc2OCCOCC1)C(F)(F)F
    -0.6	-0.7
COc1ccccc1/C=N\NC(=O)c1ccc(COc2ccc(C)c(C)c2)o1
    -8.9	5.7
Cc1ccc(S(=O)(=O)N2CCCC(CCC(=O)NCc3ccccc3F)C2)s1 (configuration not stated)
    2.0	-9.5
COc1ccc2cc(/C=N/O)c(Cl)nc2c1
    19.6	-14.1
COc1ccccc1NS(=O)(=O)c1ccc(Cl)c(NC(=O)c2sc3cc(Cl)ccc3c2Cl)c1
    22.6	2.2
CCCn1c(SCC(=O)Nc2c(C)cccc2CC)nnc1C(C)C
    16.0	-8.0
CCN(CC)c1ccc(NS(=O)(=O)c2ccc(OC)cc2)cc1
    7.2	-0.6
O=C(Nc1cccc(C(F)(F)F)c1)c1ccccc1NC(=O)C1CCCCC1
    8.0	9.0
O=C1CSC(c2cccnc2)N1c1ccc(Cl)cc1 (configuration not stated)
    -14.2	-4.6
Cc1cc(NC(=O)COC(=O)c2ccc([N+](=O)[O-])cc2Cl)no1
    -10.8	4.7
O=C(Nc1cccc(S(=O)(=O)C(F)(F)F)c1)[C@H]1C[C@H](O)[C@@H](CO)O1
    1.5	1.1
CCOc1cc(C(=O)Nc2ccccc2F)cc(Br)c1OCC
    11.0	-9.4
Cc1ccc(C(=O)OCc2nc3ccsc3c(=O)[nH]2)o1
    -22.9	3.5
COc1ccc(Nc2nnc(-c3ccc(C(=O)NCCO)cc3)c3ccccc23)cc1
    3.4	7.3
CCc1nnc(NC(=O)CSc2nc3c(c(=O)n2CC)SC(C)C3)s1 (configuration not stated)
    0.6	0.0
Cc1ccsc1CN1CC(=O)N(c2c(C)cccc2C)C1=S
    -3.7	27.4
O=C(NC(=S)N(Cc1ccccc1)Cc1ccccc1)C1CCCCC1
    53.7*	-24.8*
O=C(Nc1nc2cc3c(cc2s1)OCCO3)c1cccc(N2C(=O)CCC2=O)c1
    9.3	-4.4

Some of the entries above in another layout.
O=C1CCCc2c1cc(C(=O)Nc1ccc(Br)cn1)c(=O)n2-c1ccccc1
  TAG inh = 18.3
  TAG inh DAPI viability = -7.7

COc1ccc(-c2nnc(NC(=O)CS(=O)(=O)c3ccc(F)cc3)o2)cc1
  TAG inh = 4.1
  TAG inh DAPI viability = -5.2

The list continues:
Each structure is followed by: TAG inh	TAG inh DAPI viability
COC1=C/C(=C/c2c(N)n3nc(-c4ccc(C)cc4)sc3nc2=O)C=CC1=O
    -1.5	5.6
CCOP(=O)(OCC)c1nc(-c2ccc(C)cc2)oc1N1CCOCC1
    24.2	1.6
Cc1ccn2cc(C(=O)Nc3cccc(C(=O)NC4CC4)c3)nc2c1
    -16.0	2.5
COC(=O)C1=C(C)NC(=S)NC1c1ccc(OCC(=O)N2CC(C)OC(C)C2)c(OC)c1 (configuration not stated)
    -7.2	5.8
O=C(CSc1ccccn1)Nc1ccc2c(c1)CCC2
    -19.6	6.1
O=C(NCc1ccccc1CN1CCCC1)c1cccc(S(=O)(=O)N2CCOCC2)c1
    -6.5	-1.3
Oc1cnn(-c2ccccc2)c1
    15.4	0.8
CCn1c(C)c(C(C)=O)cc(C#N)c1=O
    -1.5	11.4
Cc1cccc(C(=O)OCC(=O)Nc2ccccc2C(=O)NC2CC2)c1
    12.5	-18.1
CCOc1ccc2nc(COC(=O)c3ccco3)c(C(C)=O)[n+]([O-])c2c1
    -3.2	-2.8
O=C(N/N=C/c1ccccc1OC(F)F)C1=COCCO1
    0.2	-1.1
CC1(C)c2ccccc2N2CC(=O)NC21/C=C/c1ccco1 (configuration not stated)
    4.9	-14.2
C[C@@H]1CN([C@@H](C)CO)C(=O)CCCn2nncc2CO[C@@H]1CN(C)S(C)(=O)=O
    0.7	-9.7
S=C(NCc1ccccc1)NCc1ccco1
    7.0	-2.9
Cc1cc(NC(=O)CCl)n(-c2nc3ccccc3s2)n1
    -2.5	-2.8
CCOc1ccc(NC(=O)C(C)NC(=O)c2ccccc2Cl)cc1S(=O)(=O)N1CCCC1 (configuration not stated)
    -8.7	9.1
COc1c(O)ccc(C2NC(=O)NC(C)=C2C(=O)Nc2ccccc2C)c1[N+](=O)[O-] (configuration not stated)
    10.9	2.5
CC1(C)Cc2c(sc(NC(=O)Cc3ccccc3)c2C#N)CO1
    -10.9	0.8
COc1ccc(CCNC(=O)COC(=O)c2ccc(Br)o2)cc1OC
    -0.5	3.4
CCC(CC)c1nnc(NC(=O)Cc2ccccc2[N+](=O)[O-])s1
    -0.2	-7.9
O=C1NC[C@@H](c2ccccc2)OC(=O)[C@H](Cc2ccc(F)cc2)C/C=C\C[C@@H]1CC(=O)N(CCO)Cc1ccccc1
    7.5	-0.2
CC1CCN(C(NC(=O)c2ccco2)C(=O)c2ccccc2)CC1 (configuration not stated)
    -0.8	-6.6
O=C(NC(=S)Nc1ccc(C(F)(F)F)cc1)c1csnn1
    13.4	-10.1
COC(=O)/C=C/c1ccccc1S(=O)(=O)N(Cc1ccccc1)Cc1ccco1
    53.8*	-39.7*
CCOC(=O)c1oc2cc(O)ccc2c(=O)c1-c1ccccc1OC
    4.5	-4.9
CCOc1ccc(S(=O)(=O)/N=C(/Nc2ccc(OC)cc2)c2ccccc2)cc1
    -7.8	-0.1
CCCCC(NC(C)=O)c1nc2ccccc2n1CCCC (configuration not stated)
    -36.9	9.8
CS(=O)(=O)N1CCN(c2ccc([N+](=O)[O-])c3cccnc23)CC1
    4.7	-5.9
CCc1ccc(NC(=S)NC2CC3CCCC(C2)N3Cc2ccccc2)cc1 (configuration not stated)
    -25.2	43.3
CCCOc1ccc(C(=O)O/N=C(\CC)c2ccc(C)cc2)cc1
    -13.7	-9.2
COCCn1ccc(O)c(Cc2ccc(Cl)cc2)c1=O
    8.5	-5.6

Exported as tab-separated lines: five of the compounds above.
SMILES	TAG inh	TAG inh DAPI viability
COc1c(O)ccc(C2NC(=O)NC(C)=C2C(=O)Nc2ccccc2C)c1[N+](=O)[O-] (configuration not stated)	10.9	2.5
CC1(C)Cc2c(sc(NC(=O)Cc3ccccc3)c2C#N)CO1	-10.9	0.8
COc1ccc(CCNC(=O)COC(=O)c2ccc(Br)o2)cc1OC	-0.5	3.4
CCC(CC)c1nnc(NC(=O)Cc2ccccc2[N+](=O)[O-])s1	-0.2	-7.9
O=C1NC[C@@H](c2ccccc2)OC(=O)[C@H](Cc2ccc(F)cc2)C/C=C\C[C@@H]1CC(=O)N(CCO)Cc1ccccc1	7.5	-0.2

Four compounds out of the list, arranged by molecular weight, low to high.
Each structure is followed by: TAG inh	TAG inh DAPI viability
CCn1c(C)c(C(C)=O)cc(C#N)c1=O
    -1.5	11.4
CC1(C)c2ccccc2N2CC(=O)NC21/C=C/c1ccco1 (configuration not stated)
    4.9	-14.2
CCCCC(NC(C)=O)c1nc2ccccc2n1CCCC (configuration not stated)
    -36.9	9.8
Cc1ccn2cc(C(=O)Nc3cccc(C(=O)NC4CC4)c3)nc2c1
    -16.0	2.5

Single records, from the list above. Order of values: TAG inh	TAG inh DAPI viability
Listed for `CC1(C)Cc2c(sc(NC(=O)Cc3ccccc3)c2C#N)CO1` = -10.9	0.8
Listed for `CCCCC(NC(C)=O)c1nc2ccccc2n1CCCC` (configuration not stated) = -36.9	9.8
Listed for `COC1=C/C(=C/c2c(N)n3nc(-c4ccc(C)cc4)sc3nc2=O)C=CC1=O` = -1.5	5.6
Listed for `S=C(NCc1ccccc1)NCc1ccco1` = 7.0	-2.9
Listed for `COc1ccc(CCNC(=O)COC(=O)c2ccc(Br)o2)cc1OC` = -0.5	3.4

Screens (PubChem BioAssay)

The list is partial; count on the stated rates, not on these rows.
